MOR-DOR inv ag: inverse agonists of MOR-DOR heterodimerization, primary screen, cell-based, luminescence; inhibition, % at 9.3 µM; 340,000 compounds, 0.21% hits; cell-based MOR-DOR heterodimer luminescence, inverse agonism; AID 504357, 2011; Mu-type opioid receptor (Homo sapiens) + Delta-type opioid receptor (Homo sapiens), …; in the data active = inhibition above about 22%, passing the limit was not always enough;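 note: 0% = cells with DMSO and 100% = wells without cells with DMSO; values of inactives mirror those of a sister screen read the other way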
MOR-DOR ag: agonists of OPRM1-OPRD1 heterodimerization, primary screen, cell-based, luminescence. Mu-type opioid receptor (Homo sapiens) + Delta-type opioid receptor (Homo sapiens), …. cells. activation, % at 9.3 µM. 340,000 compounds, 0.3% hits. AID 504326, 2011; in the data active = activation above about 18%;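 note: 0% = vehicle-treated cells and 100% = reference agonist; values of inactives mirror those of a sister screen read the other way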
Pemphigus Ab inh: inhibitors of pemphigus antibody binding to DSG3, primary screen, biochemical, bead-based, flow cytometry, scFv-GFP; DSG3-coupled beads, scFv-anti-DSG3-GFP binding; hits give low values; binding (percent of control), % at 10 µM; 310,000 compounds, 0.48% hits; AID 588358, 2011;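 active = binding more than 3 SD below its plate's average and above zero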;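 note: hits lower antibody fragment binding to DSG3; some compounds called inactive have numbers as strong as hits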
Target sequence (P32926 whole entry, looked up, the tested form may be a part): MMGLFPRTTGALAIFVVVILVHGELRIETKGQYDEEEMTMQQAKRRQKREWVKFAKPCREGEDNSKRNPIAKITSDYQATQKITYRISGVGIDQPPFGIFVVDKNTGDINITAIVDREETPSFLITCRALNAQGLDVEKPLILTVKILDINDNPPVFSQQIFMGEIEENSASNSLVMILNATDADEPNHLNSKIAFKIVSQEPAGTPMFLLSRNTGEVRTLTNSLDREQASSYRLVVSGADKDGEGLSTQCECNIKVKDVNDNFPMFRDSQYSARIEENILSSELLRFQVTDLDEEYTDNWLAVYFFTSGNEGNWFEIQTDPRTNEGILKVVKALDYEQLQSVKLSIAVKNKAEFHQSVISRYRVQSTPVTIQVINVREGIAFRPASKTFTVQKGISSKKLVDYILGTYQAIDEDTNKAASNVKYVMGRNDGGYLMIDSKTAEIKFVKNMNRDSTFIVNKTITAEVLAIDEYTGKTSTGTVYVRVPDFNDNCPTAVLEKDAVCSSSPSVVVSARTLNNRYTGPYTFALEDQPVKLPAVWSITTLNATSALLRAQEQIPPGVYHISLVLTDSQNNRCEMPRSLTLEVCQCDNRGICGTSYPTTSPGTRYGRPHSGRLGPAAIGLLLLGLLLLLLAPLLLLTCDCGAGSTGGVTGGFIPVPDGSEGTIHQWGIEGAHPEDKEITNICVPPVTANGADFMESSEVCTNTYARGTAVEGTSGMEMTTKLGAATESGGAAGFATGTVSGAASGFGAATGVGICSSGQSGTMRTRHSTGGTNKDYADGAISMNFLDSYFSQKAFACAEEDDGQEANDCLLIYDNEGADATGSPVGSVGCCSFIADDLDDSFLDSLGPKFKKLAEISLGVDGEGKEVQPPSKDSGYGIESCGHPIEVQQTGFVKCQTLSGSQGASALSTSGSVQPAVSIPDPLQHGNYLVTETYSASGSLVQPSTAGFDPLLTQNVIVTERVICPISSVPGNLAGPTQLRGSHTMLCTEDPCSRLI
RTF Ca sens act: cardiac RTF calcium sensitivity activators, primary screen, biochemical, IANBD-TnC fluorescence, EC20 calcium | Troponin I, cardiac muscle (Homo sapiens) + Troponin T, cardiac muscle (Homo sapiens) + … | IANBD-labeled TnC RTF fluorescence at EC20 calcium; 0% EC20 calcium, 100% full calcium | activation, % at 7.2 µM | 340,000 compounds, 0.24% hits;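 active = activation above the mean over all tested compounds plus 3 SD, cut at about 30% in these data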;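 note: rise in fluorescence read as greater calcium sensitivity of cardiac thin filaments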
V-ATPase pH: regulators of yeast V-ATPase proton pumping, primary screen, pHLuorin cytosolic pH fluorescence; S. cerevisiae; response, % at 10 µM; 350,000 compounds, 0.37% hits; AID 504577, 2011; in the data active = response mostly above about 7.3%, no sharp cut-off; inactive = mostly below about 5.4%; note: actives read high; inactives centre near 0; some compounds called inactive have numbers as strong as hits; reference of the scale not given here
Wnt bcat act: Wnt/beta-catenin pathway activators, primary screen, cell-based, plate reader, single point | 300,000 compounds, 1.2% hits | AID 743398, 2014 | activation, % at 9.35 µM | Wnt/beta-catenin reporter cell assay, activator; in the data active = activation above about 30%, passing the limit was not always enough;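 note: 0% = neutral control wells and 100% = positive control wells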
Arrestin-AP2 inh: inhibitors of beta-arrestin/AP2 binding, primary screen, biochemical, GPCR trafficking, flow cytometry; beta-arrestin 1 C-terminal peptide binding to AP2 beta2-adaptin appendage (human); FITC-arrestin peptide / GST-AP2 beads; AP2 beta2 appendage carries R879A mutation; inhibition, % at 10 µM; 340,000 compounds, 0.31% hits;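 active = inhibition above a set limit, near 3 SD of compounds lacking own fluorescence, cut at about 54% in these data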;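 note: plate controls were DMSO wells for no effect and 5 µM unlabelled arrestin peptide for full effect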
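Assay system: GST-AP2 R879A bound to glutathione beads, E. coli-expressed; Medium: PBS with 0.05% Tween 20 and 0.1% BSA; Also added: fluorescein-tagged arrestin peptide at 50 nM final; Timing: 12 min plus 1 h, RT; Measured by: flow cytometry, FL1 (488/535 nm); Evaluation: percent drop in bead-associated FITC signal.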
LANA DNA inh: inhibitors of KSHV C-LANA binding to DNA, primary screen, biochemical, fluorescence polarization, FAM-LBS DNA, MBP-C-LANA, single point. 340,000 compounds, 0.078% hits. inhibition, % at 9 µM. Kaposi's sarcoma herpesvirus LANA C-terminal domain (residues 932-1162) DNA binding;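 active = highest replicate inhibition at or above 60% at 9 µM, even if other replicates fall short; inactive = all replicates below 60% inhibition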;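 note: 0% = neutral control wells and 100% = 4 µM acridine orange control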
Keap1 Nrf2 FP: Keap1-Nrf2 protein-protein interaction inhibitors, primary screen, biochemical, fluorescence polarization, single point. Kelch-like ECH-associated protein 1 (Homo sapiens), Q14145. Keap1 Kelch-Nrf2 peptide fluorescence polarization, 1536-well. inhibition, % at 9.4 µM. 340,000 compounds, 0.15% hits. AID 504523, 2011; in the data active = inhibition above about 12%;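 note: human Keap1 Kelch domain with fluorescein labeled Nrf2 9mer peptide probe; 0% = neutral control wells and 100% = peptide positive control; higher means more block of Keap1 binding to Nrf2 peptide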
RTF Ca sens inh: cardiac RTF calcium sensitivity inhibitors, primary screen, biochemical, IANBD-TnC fluorescence, EC70 calcium; IANBD-labeled cardiac RTF, Ca2+ fluorescence; inhibition, % at 7.15 µM; 340,000 compounds, 0.12% hits; AID 493244, 2011;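 active = inhibition above the mean inhibition of all tested compounds plus 3 SD, cut at about 17% in these data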;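 note: assay run at fixed EC70 calcium of 1.6 mM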
* hit, by the source's call; · = not tested or not shown.

MOR-DOR inv ag	MOR-DOR ag	Pemphigus Ab inh	RTF Ca sens act	V-ATPase pH	Wnt bcat act	Arrestin-AP2 inh	LANA DNA inh	Keap1 Nrf2 FP	RTF Ca sens inh	SMILES
-7	1.2	102	7	1	-3	-2	-0.1	-5	-13	Cc1cc(NC(=O)CSc2nc(C)c(C)c(=O)[nH]2)no1
-29	6.3	115	0	3	-3	-1	0.3	-2	0	c1ccc2c(C[C@@H]3CNCCN3CCCCC3CCCCC3)cccc2c1
-34	6.6	98	-2	0	4	9	1.2	-3	0	Cc1nc(Sc2ccccc2)c(C#N)c(C)c1[N+](=O)[O-]
-6	1.1	102	-4	-5	·	44	-1.9	0	-5	NC(=O)CSc1nnc(-c2ccc(S(=O)(=O)N3CCOCC3)cc2)n1Cc1ccccc1
-26	5.8	121	1	-3	-1	2	-2.5	-9	-12	Cc1csc(Sc2ccc([N+](=O)[O-])cc2C(=O)OCC(=O)NC(=O)NC(C)(C)C)n1
·	·	96	·	3	5	55*	0.0	-4	·	COc1ccc(-n2nc(N)c(C(N)=O)n2)cc1
1	-0.1	101	0	-2	-6	4	-0.5	-2	0	CC(C)(C)C(=O)Nc1nnc(CSCc2ccccc2F)s1
9	-1.5	100	5	0	·	2	-1.2	-7	-2	CCCC(OC(=O)CC1Sc2ccccc2NC1=O)C(=O)NCc1ccco1 (stereo not drawn)
8	-1.5	104	-1	-1	1	-23	·	·	-1	Cc1ccc(NS(=O)(=O)c2cccc(C(=O)N3CCCCCC3)c2)cc1
17	-2.9	100	-6	-5	-3	11	-2.0	-1	-7	CCOc1ccc([C@@H]2CC=C(C(=O)O)[C@H](c3ccc(Cl)cc3)N2S(=O)(=O)c2ccc(C)cc2)cc1
6	-1.2	98	-2	0	·	2	-1.1	4	-4	CCOC(=O)Cn1c(=O)oc2cc(S(=O)(=O)NCCc3ccc(OCC)c(OCC)c3)ccc21
11	-2.4	126	-6	0	7	-2	-0.5	-4	-5	CCOc1cc(/C=N/Nc2cc(C)nc3ccc(C)cc23)ccc1O
6	-1.2	99	-1	2	·	-5	2.0	-5	-3	CC(NC(=O)CNC(=O)OCc1ccccc1)C(=O)N1CC(O)CC1C(=O)OCc1ccccc1 (stereo not drawn)
10	-1.7	88	10	1	-8	1	0.7	2	-14	CC(=O)c1cccc(-n2nnnc2SCC(=O)Nc2cccc(NC(=O)c3ccco3)c2)c1
13	-2.6	97	4	2	-1	-1	-1.0	0	0	Cc1ccc(N(CC(=O)NCc2ccc(F)cc2)C(=O)c2csnn2)cc1C

Three compounds out of the list, sorted by formula weight, low to high.
MOR-DOR inv ag	MOR-DOR ag	Pemphigus Ab inh	RTF Ca sens act	V-ATPase pH	Wnt bcat act	Arrestin-AP2 inh	LANA DNA inh	Keap1 Nrf2 FP	RTF Ca sens inh	SMILES
8	-1.5	104	-1	-1	1	-23	·	·	-1	Cc1ccc(NS(=O)(=O)c2cccc(C(=O)N3CCCCCC3)c2)cc1
13	-2.6	97	4	2	-1	-1	-1.0	0	0	Cc1ccc(N(CC(=O)NCc2ccc(F)cc2)C(=O)c2csnn2)cc1C
9	-1.5	100	5	0	·	2	-1.2	-7	-2	CCCC(OC(=O)CC1Sc2ccccc2NC1=O)C(=O)NCc1ccco1 (stereo not drawn)

(further entries)
MOR-DOR inv ag	MOR-DOR ag	Pemphigus Ab inh	RTF Ca sens act	V-ATPase pH	Wnt bcat act	Arrestin-AP2 inh	LANA DNA inh	Keap1 Nrf2 FP	RTF Ca sens inh	SMILES
10	-1.9	95	0	2	-1	10	0.0	-2	2	Cc1cc(S(=O)(=O)N2CCCC2)ccc1OCC(=O)N1CCC(C(N)=O)CC1
-6	1.0	107	-6	-3	·	-17	0.6	0	6	CCOC(=O)C1CCCN(c2ncnc3c2oc2ccccc23)C1 (stereo not drawn)
15	-2.8	124	1	-4	-1	5	1.1	0	5	CC(C)CN1C(=O)C(NC(=O)C2CC2)(C(F)(F)F)C2=C1CC(C)(C)CC2=O (stereo not drawn)
5	-0.9	108	1	-1	0	-14	-1.0	-1	0	COc1ccc2cc(Br)ccc2c1CC(=O)NCCCN1CCOCC1
3	-0.5	105	1	0	1	13	5.3	-3	-9	O=C(NC(=S)Nc1ccc(NC(=O)c2cccs2)cc1)c1ccco1
2	-0.5	105	3	5	-4	-2	6.8	-5	0	NS(=O)(=O)c1cccc(NC(=O)Cc2ccc(Cl)c(Cl)c2)c1
-25	3.0	101	-4	4	-3	-7	-0.7	-2	-3	Cc1ccc(NC(=O)CN(C)Cc2cccs2)cc1Cl
6	-1.1	97	0	-2	-2	19	-3.3	-1	-3	CC(=O)NS(=O)(=O)c1ccc(NC(=O)/C=C/c2cn(-c3ccccc3)nc2-c2ccccc2)cc1
-5	1.2	100	3	6	0	32	0.7	-1	-4	COc1ccc(C(=O)NCc2ccc(Cl)cc2)cc1S(=O)(=O)N1CCCC1
5	-1.1	107	-5	-2	1	5	-1.0	-1	3	C[C@]12CCC3C(CC[C@H]4CCCC[C@]34C)C1CC[C@@]2(O)CNCCO (stereo partly drawn)
23	-4.4	89	-2	8	·	0	-1.0	-4	-5	O=S(=O)(Cc1ccccc1)N=Nc1c(O)[nH]c2ccc(Br)cc12
·	·	104	·	0	16	4	·	·	·	NC(=O)c1c(/N=C/c2cccnc2)sc2c1CCCC2
17	-3.6	100	0	1	-1	6	0.9	-1	0	COC(F)(C(=O)Nc1ccc2c(c1)C(=O)NC2=O)C(F)(F)F (stereo not drawn)
-12	2.3	107	-6	-2	3	-1	-0.7	-1	-7	COc1cccc(NC(=O)CN(C)C(=O)c2ccc(-c3ccc(Cl)cc3)o2)c1
-20	4.0	95	-1	1	-3	6	-1.5	-4	7	Cc1cccc2cc(C#N)c(NCCCNS(=O)(=O)c3ccc(Cl)cc3)nc12
13	-2.4	106	3	2	-7	-31	-3.1	-7	1	c1ccc2nc(N3CCN(Cc4ccc5c(c4)OCO5)CC3)cnc2c1
15	-3.5	102	5	-1	·	-6	0.4	2	3	COc1ccc2c(c1)CCCC21NC(=O)NC1=O (stereo not drawn)
6	-1.1	90	3	1	-1	-3	0.0	1	-16	O=C(CSCc1c(F)cccc1Cl)NCc1cccnc1
7	-1.3	101	-6	-2	·	-2	0.3	3	-10	CN(C)S(=O)(=O)c1ccc(SCC(=O)Nc2ccc3c(c2)OCCO3)nc1
12	-3.1	106	-1	1	4	-4	-1.4	-7	-9	CC(=O)c1ccc(NC(=O)C(C)Sc2nnc3ccccn23)cc1 (stereo not drawn)
12	-2.2	95	3	5	0	-1	-0.2	-2	-1	Cn1c(=O)c2sccc2n2c(CCCC(=O)Nc3ccccc3)nnc12
11	-1.7	99	-5	-2	0	-11	-0.2	0	-12	CCCCn1c(N)c(N(CCOC)C(=O)CN(C)S(=O)(=O)c2ccc(F)cc2)c(=O)[nH]c1=O
13	-2.5	101	-1	-2	-1	36	0.6	0	-1	CS(=O)(=O)N(CC(=O)Nc1cccc([N+](=O)[O-])c1)c1cccc(F)c1
17	-3.8	101	0	-1	0	-8	3.7	2	3	Cc1c(NC(=O)CSc2ccc(Cl)cc2)c(=O)n(-c2ccccc2)n1C
6	-1.1	106	-5	2	1	12	-0.9	1	-9	O=C(c1ccc2ccccc2n1)N1CCN(c2ccccc2)CC1
-19	3.5	46*	-3	-4	0	23	1.7	7	7	O=C(O)c1ccccc1NS(=O)(=O)c1cccc(-n2sc3ccccc3c2=O)c1
-9	1.8	99	1	-4	·	5	0.5	7	-11	CCCNS(=O)(=O)c1ccc(OC)c(Cl)c1Cl
-10	1.9	75	7	-3	2	0	0.2	-2	-13	O=C(Nc1cccc(S(=O)(=O)NC2=NCCC2)c1)C1CCCCC1
-37	6.7	105	6	3	·	9	0.4	0	-6	O=C(O)C1C2C=CC(C3CC23)C1C(=O)N1CCc2ccccc21 (stereo not drawn)

Structural class: the compounds so far with a Cl atom.
MOR-DOR inv ag	MOR-DOR ag	Pemphigus Ab inh	RTF Ca sens act	V-ATPase pH	Wnt bcat act	Arrestin-AP2 inh	LANA DNA inh	Keap1 Nrf2 FP	RTF Ca sens inh	SMILES
17	-2.9	100	-6	-5	-3	11	-2.0	-1	-7	CCOc1ccc([C@@H]2CC=C(C(=O)O)[C@H](c3ccc(Cl)cc3)N2S(=O)(=O)c2ccc(C)cc2)cc1
2	-0.5	105	3	5	-4	-2	6.8	-5	0	NS(=O)(=O)c1cccc(NC(=O)Cc2ccc(Cl)c(Cl)c2)c1
-25	3.0	101	-4	4	-3	-7	-0.7	-2	-3	Cc1ccc(NC(=O)CN(C)Cc2cccs2)cc1Cl
-5	1.2	100	3	6	0	32	0.7	-1	-4	COc1ccc(C(=O)NCc2ccc(Cl)cc2)cc1S(=O)(=O)N1CCCC1
-12	2.3	107	-6	-2	3	-1	-0.7	-1	-7	COc1cccc(NC(=O)CN(C)C(=O)c2ccc(-c3ccc(Cl)cc3)o2)c1
-20	4.0	95	-1	1	-3	6	-1.5	-4	7	Cc1cccc2cc(C#N)c(NCCCNS(=O)(=O)c3ccc(Cl)cc3)nc12
6	-1.1	90	3	1	-1	-3	0.0	1	-16	O=C(CSCc1c(F)cccc1Cl)NCc1cccnc1
17	-3.8	101	0	-1	0	-8	3.7	2	3	Cc1c(NC(=O)CSc2ccc(Cl)cc2)c(=O)n(-c2ccccc2)n1C
-9	1.8	99	1	-4	·	5	0.5	7	-11	CCCNS(=O)(=O)c1ccc(OC)c(Cl)c1Cl

Screening results (PubChem BioAssay)
